# Source: PubChem BioAssay (National Center for Advancing Translational Sciences (NCATS))
# uPA surface inh: cell surface uPA generation inhibition; AID 540303; 330,000 tested, 0.31% active; cell surface uPA generation assay, qHTS; Potency, µM (titrated, usually from 38.3 µM), for the others: at the top dose activity change, negative = inhibition, most hits filed as inhibitors; active = well fitted inhibition curve with a large enough effect; inconclusive = small, poorly fitted or top-dose-only effect; inactive = no such curve, though single readings can be large or run the other way; tested in mouse RAW 264.7 cells; also: potency is read from the fitted curve at half-maximal effect; % is scaled to controls: 0 for no effect and ±100 for the full control effect; nearly all actives have a fitted effect of over 55% in size
# B2AR arrestin: recruits beta-arrestin to the human beta2-adrenergic receptor; P07550; 330,000 tested, 0.02% active; AID 492947; beta-arrestin recruitment to beta2AR, cell-based reporter; Potency, µM (top dose mostly 46.1 µM), for the others: top-dose activation, actives largely listed as activators;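 also: potency is read from the fitted curve at half-maximal effect; 0% = DMSO controls and full agonism = EC100 isoproterenol or metaproterenol; nearly all actives have a fitted effect of over 65% in size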
# BCR signal inh: blocks chronic active B-cell receptor signaling. AID 493014. Potency, µM (top dose mostly 46.1 µM), for inactives: top-dose ratio change, negative = lower green/red ratio, actives largely listed as inhibitors. 340,000 tested, 0.05% active. ABC-DLBCL IkBa-CBG/CBR reporter, luminescence ratio, 4 h; active = well fitted inhibition curve with a large enough effect in the signal ratio, with a control signal flat, not every such curve was filed as active; inconclusive = small, poorly fitted or top-dose-only effect, or effect the other way, or a change in a side signal; the % refers to the signal ratio;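 also: potency is read from the fitted curve at half-maximal effect; plate controls were basal doxycycline-induced cells for no effect and cells given 10 µM MG132 for full effect; MG132 reads +100%, hits lower the ratio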
#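 Compounds up to 46 uM were incubated four hours with TMD8 cells whose green CBG68 luciferase is fused to IkappaBalpha; red CBR luminescence normalised the signal, and concentration-effect curves were fitted to fusion, red and ratio data.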
# ELG1 repair inh: blocks ELG1-dependent DNA repair in HEK293T cells | HEK293T ELG1-luciferase reporter, luminescence, 16 h; DNA damage induced by 5-fluorouridine | Potency, µM (series often up to 46.1 µM), without a hit: top-dose activity change, negative = inhibition, hits mostly inhibitors | 330,000 tested, 2.3% active | AID 504467; also: potency is read from the fitted curve at half-maximal effect; % is scaled to controls: 0 for no effect and ±100 for the full control effect; nearly all actives have a fitted effect of over 55% in size
#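 5-Fluorouridine DNA damage + compound/DMSO, 2,000 cells/well, 16 h, 37 °C/5% CO2. ONE-Glo, 30 min RT, luminescence. Readout = decrease in reporter signal.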
# PTAP TSG101 blk: blocks PTAP/TSG101 interaction to inhibit HIV-1 budding | Potency, µM (doses to about 115 µM), inactives show at the highest dose activity change, negative = inhibition, usual class: inhibitors | Fluorescence polarization, FITC-PTAP peptide / Tsg101 binding | 340,000 tested, under 10 active | Q99816; active = well fitted inhibition curve with a large enough effect in the main read-out, with a control signal flat, not every such curve was filed as active; inconclusive = small, poorly fitted or top-dose-only effect, or effect the other way, or a change in a side signal; inactive = no such curve, though single readings can be large or run the other way; also: potency is read from the fitted curve at half-maximal effect; % of control where 0% means no effect
#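 Compounds were pin-transferred onto Tsg101 binding domain (10 uM final) in HEPES pH 7.5 buffer, then FITC-PTAP peptide was added at 50 nM final. After 20 min at RT, polarization reported peptide displacement across a qHTS concentration series.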
# TCR act: T cell receptor activation. primary human leukocytes, anti-CD3, IL-2 HTRF, 48 h. Potency, µM (highest dose often 9.22 µM), without a hit: top-dose activation of IL-2 secretion, hits mostly activators. 330,000 tested, under 10 active; also: % of control where 0% means no effect
#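 TCR engagement came from a-CD3 beads alone, with compounds added to primary human leukocytes for 48 hr. Secreted IL-2 bridged europium cryptate- and d2-labelled anti-IL-2 antibodies, giving FRET emission at 665nm after 320nm excitation.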
# Tb PFK inh: T. brucei PFK enzyme inhibition; O15648; 330,000 tested, 0.17% active; Potency, µM (top dose mostly 57.5 µM), inactives show top-dose activity, negative = inhibition, most hits filed as inhibitors; T. brucei PFK, ADP-Glo luminescence;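 also: potency is read from the fitted curve at half-maximal effect; 0% = uninhibited 1x PFK enzyme wells and -100% = no-enzyme wells; nearly all actives have a fitted effect of over 60% in size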
# Target sequence (O15648 whole entry, looked up): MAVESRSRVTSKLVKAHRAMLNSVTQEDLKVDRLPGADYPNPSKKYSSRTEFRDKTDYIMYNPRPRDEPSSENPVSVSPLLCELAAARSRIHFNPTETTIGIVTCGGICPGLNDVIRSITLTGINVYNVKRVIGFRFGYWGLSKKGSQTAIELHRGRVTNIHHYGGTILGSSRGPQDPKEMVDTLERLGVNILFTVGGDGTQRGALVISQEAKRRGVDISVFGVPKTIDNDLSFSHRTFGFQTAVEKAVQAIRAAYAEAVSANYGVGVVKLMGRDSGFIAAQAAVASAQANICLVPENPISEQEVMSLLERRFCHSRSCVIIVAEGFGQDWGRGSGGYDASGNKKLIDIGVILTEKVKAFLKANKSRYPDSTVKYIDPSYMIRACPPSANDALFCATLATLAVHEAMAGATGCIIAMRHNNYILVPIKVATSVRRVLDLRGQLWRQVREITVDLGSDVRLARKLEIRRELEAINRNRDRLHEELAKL
#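 ADP-Glo luminescence quantified ADP after 45 min at room temperature, with 1.25 nM T. brucei PFK, 0.1 mM ATP and 0.5 mM fructose-6-phosphate in pH 8.0 TEA buffer. qHTS titrations up to 57 µM; curves classified by quality.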
# Mito fusion act: mitochondrial division inhibition or fusion activation | Potency, µM (top dose mostly 46.1 µM), for the others: top-dose growth rescue (activation), most hits filed as activators | 320,000 tested, 0.23% active | S. cerevisiae fusion-defective mutant growth rescue, CellTiterGlo 48 h;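 also: potency is read from the fitted curve at half-maximal effect; % of control where 0% means no effect; nearly all actives have a fitted effect of over 45% in size; temperature-sensitive fusion mutants such as fzo1-1 at 37 °C on non-fermentable ethanol glycerol medium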
#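 Luminescent cell viability in 1536-well qHTS format served as the measure of rescued growth in ts fusion-mutant S. cerevisiae cultured on non-fermentable YPEG for 48 hours at 37C.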
# USP2a block: USP2a (human) protease inhibition; 330,000 tested, 0.01% active; Potency, µM (doses to about 38.3 µM), for inactives: at the highest dose activity change, negative = inhibition, hits mostly inhibitors; USP2 core, Ub-CHOP2 coupled fluorogenic reporter, 485/531; O75604;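 also: potency is read from the fitted curve at half-maximal effect; plate controls were DMSO wells for no effect and full inhibition by NEM control for full effect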
#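 Deubiquitinase activity read as fluorescence (485/531 nm) after Ub-CHOP2 cleavage activates the enterokinase reporter on its substrate; USP2 core 10nM, Ub-CHOP2 and substrate 25nM each, 30min compound preincubation then 60min RT; data normalized to NEM, curves fitted.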
# TSHR antag: antagonists of human thyroid stimulating hormone receptor; P16473; TSHR-expressing cells, TSH-stimulated cAMP HTRF, 2 h; active compounds read low; activity change, negative = inhibition, % at 11.5 µM; 330,000 tested, 0.2% active; AID 504810;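 active = activity change below a set negative limit, meaning inhibition stronger than a set level, cut at about -70% in these data; inconclusive = activity change between two set negative limits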; also: % is scaled to controls: 0 for no effect and ±100 for the full control effect
#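 Inhibition of cAMP made by TSHR-expressing cells under TSH stimulation (4nM final, EC80; 2 h, 37 deg C) is quantified with a one-step lysis HTRF kit, anti-cAMP cryptate versus cAMP-d2.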
# Eya2 phos inh: Eya2 (human) phosphatase inhibition | AID 488837 | 330,000 tested, 0.006% active | Potency, µM (top dose mostly 76.9 µM), for the others: at the top dose activity, negative = inhibition, hits mostly inhibitors | recombinant Eya2, OMFP fluorescence dephosphorylation (OMFP is methylfluorescein phosphate) | O00167; also: potency is read from the fitted curve at half-maximal effect; % is scaled to controls: 0 for no effect and ±100 for the full control effect
# Target sequence (O00167 whole entry, looked up): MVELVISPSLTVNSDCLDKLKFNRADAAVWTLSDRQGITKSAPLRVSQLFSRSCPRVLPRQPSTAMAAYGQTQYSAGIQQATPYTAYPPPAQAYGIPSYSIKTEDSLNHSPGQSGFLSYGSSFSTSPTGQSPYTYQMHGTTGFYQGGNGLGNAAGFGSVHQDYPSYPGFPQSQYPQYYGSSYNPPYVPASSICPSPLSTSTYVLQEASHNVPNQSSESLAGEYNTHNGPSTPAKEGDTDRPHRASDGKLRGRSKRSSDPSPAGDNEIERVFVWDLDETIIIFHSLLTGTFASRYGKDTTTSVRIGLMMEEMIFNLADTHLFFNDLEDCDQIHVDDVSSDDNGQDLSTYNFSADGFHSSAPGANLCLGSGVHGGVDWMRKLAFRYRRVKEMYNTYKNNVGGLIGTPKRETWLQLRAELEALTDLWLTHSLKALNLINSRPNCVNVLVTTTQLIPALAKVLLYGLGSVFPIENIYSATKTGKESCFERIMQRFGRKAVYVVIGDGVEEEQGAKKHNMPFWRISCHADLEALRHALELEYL
#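 Eya2 protein (added as 0.2 uM solution) was preincubated with compound for 10 min at ambient temperature in 50 mM HEPES pH 7.5, 50 mM NaCl, 5 uM MgCl2, 0.05% BSA, 1 mM DTT. OMFP (added at 50 uM) then reacted 10 min; fluorescence read at 485/525 nm.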
# Starred values were filed as active, the others as inactive; ? = inconclusive; . = not tested or not shown; & = joins results of further samples; [ ] = remark or other dose. Unless noted, calls follow the shape of the dose curve; as a rule, active = well fitted curve in the direction sought with a large enough effect; inconclusive = small, poorly fitted or top-dose-only effect, or another doubt; inactive = no such curve, though single readings can be large; an effect the other way counts as inactive or inconclusive. Rows are unselected; 3% or so of the library scored in one or more.
SMILES,uPA surface inh,B2AR arrestin,BCR signal inh,ELG1 repair inh,PTAP TSG101 blk,TCR act,Tb PFK inh,Mito fusion act,USP2a block,TSHR antag,Eya2 phos inh
O=C(c1ccccn1)c1cc2ccccc2n1S(=O)(=O)c1ccccc1,-2%,0.7%,-6%,17%,-7%,6%[46.1 µM],2%,28%,-8%,9,-7%
O=C(c1ccco1)N1CCN(Cc2cc(=O)c(OCc3ccccc3)co2)CC1,-6%,-0.1%,-5%,22%,-4%,0%,0%,15%,1%,3,3%
O=C(COC(=O)C1CCCCC1)Nc1cc([N+](=O)[O-])ccc1F,7%,0.1%,1%,18%,1%,-5%,9%,15%,1%,15,12%
Cc1ccc(S(=O)(=O)N(C)C)cc1NC(=O)COc1cccc(-n2cnnn2)c1,-13%,0.1%,-1%,-25%,0%,-8%,7%,-1%,2%,5,-18%
CC(C(=O)NCCN1CCOCC1)(c1ccccc1)c1ccccc1,1%,0.0%,1%,13%,-6%,1%,1%,3%,1%,-8,-14%
O=[N+]([O-])c1cccc(/C=N/n2cnnc2)c1,0%,0.4%,-16%,15%,0%,-1%,-13%,0%,2%,-6,-5%
CCCC(C(=O)NC1CCCC1)N(Cc1ccccc1Cl)C(=O)c1snc(C(N)=O)c1N (configuration not stated),0%,-0.2%,-3%,-16%,0%,0%,-1%,2%,2%,-2,-11%
CN(C)CCCN1C(=O)C(O)=C(C(=O)c2cccs2)C1c1cccc([N+](=O)[O-])c1 (configuration not stated),.,0.0%,2%,-11%,.,.,-1%,6%,-3%,-4,-5%
CCc1ccc2nc(N(CCCN(C)C)C(=O)c3ccc4c(c3)OCCO4)sc2c1,-7%,-0.7%,1%,9%,0%,-4%,-1%,3%,0%,1,-1%
Cn1nc(NC(=O)C(C)(C)C)c2c(F)cccc21,-1%,0.3%,0%,0%,0%,5%,-2%,-1%,2%,1,?
CCCn1c(-c2cccs2)nc2ccccc21,-1%,0.3%,5%,?,-1%,9%,-2%,-4%,-1%,22,-6%
CCOc1cc(OCC)cc(C(=O)Nc2cccc(C(C)=O)c2)c1,-5%,-0.8%,3%,?,-2%,-8%[46.1 µM],-7%,0%,2%,-13,-2%
CC(c1nnc(SCC(=O)Nc2ccc3[nH]c(=O)[nH]c3c2)n1Cc1ccccc1)N(C)C (configuration not stated),1%,-0.6%,3%,-3%,-3%,.,-7%,-2%,3%,-3,-18%[15.4 µM]
CCCCN(C)C(=O)CCC(=O)NNc1nc2ccccc2c2nc(C)nn12,2%,-0.8%,-2%,13%,0%,2%,1%,-1%,5%,-8,-4%
COC(=O)c1cn(CC(=O)N2C(C)CCCC2C)c2ccccc12 (configuration not stated),5%,0.4%,4%,-10%,0%,0%[46.1 µM],0%,-1%,3%,-7,-13%
O=C1C2C3c4ccccc4C(c4ccccc43)C2C(=O)N1CN1CCOCC1 (configuration not stated),-3%,-3.5%,0%,-23%,-6%,0%,0%,-1%,3%,33,10%
Cc1nc2nc(C)c(NS(=O)(=O)c3ccc(Cl)s3)c(=O)n2[nH]1,0%,-0.1%,?,9%,-2%,-1%,-1%,-11%,0%,17,-5%
O=c1[nH]c(/C=C\c2cccs2)nc(O)c1[N+](=O)[O-],2%,0.3%,-3%,21%,-6%,0%,4%,0%,3%,0,9%
CC1CN(C(=O)c2ccccc2Sc2ccccc2C#N)CC(C)O1 (configuration not stated),-1%,0.2%,-15%,3%,-5%,8%,-3%,1%,1%,-11,-12%
COc1nc(Nc2nc3ccccc3c(=O)[nH]2)nc2ccc(C)cc12,-5%,0.5%,?,4.6µM*,-5%,-4%,1%,8%,1%,1,8%
CC1CC(C)(C)N(C(=O)CN2C(=O)CCC2=O)c2ccccc21 (configuration not stated),-1%,-0.7%,-1%,-1%,-10%,1%,1%,6%,-1%,3,6%
CCCS(=O)(=O)Nc1ccc(-c2ccc3nnc(C)n3n2)cc1,.,0.0%,?,?,.,.,0%,3%,1%,-2,-13%
COc1cc(OC)cc(-c2c(-c3cccs3)c3cc(-c4ccc(SC)cc4)ccc3n2C)c1,5%,0.1%,-5%,-2%,3%,4%,6%,11%,-5%,20,9%
CCc1ccc(C(=O)/C=C/Nc2ccc(S(=O)(=O)Nc3cnc4ccccc4n3)cc2)cc1,1%&9%,-0.1%,2%,?,-6%&5%,-57%&5%,3%,3%,-2%,-8,6%

# Gathered by group, the compounds so far with an NH in an aromatic ring (4)
SMILES,uPA surface inh,B2AR arrestin,BCR signal inh,ELG1 repair inh,PTAP TSG101 blk,TCR act,Tb PFK inh,Mito fusion act,USP2a block,TSHR antag,Eya2 phos inh
CC(c1nnc(SCC(=O)Nc2ccc3[nH]c(=O)[nH]c3c2)n1Cc1ccccc1)N(C)C (configuration not stated),1%,-0.6%,3%,-3%,-3%,.,-7%,-2%,3%,-3,-18%[15.4 µM]
Cc1nc2nc(C)c(NS(=O)(=O)c3ccc(Cl)s3)c(=O)n2[nH]1,0%,-0.1%,?,9%,-2%,-1%,-1%,-11%,0%,17,-5%
O=c1[nH]c(/C=C\c2cccs2)nc(O)c1[N+](=O)[O-],2%,0.3%,-3%,21%,-6%,0%,4%,0%,3%,0,9%
COc1nc(Nc2nc3ccccc3c(=O)[nH]2)nc2ccc(C)cc12,-5%,0.5%,?,4.6µM*,-5%,-4%,1%,8%,1%,1,8%

# The listing continues:
SMILES,uPA surface inh,B2AR arrestin,BCR signal inh,ELG1 repair inh,PTAP TSG101 blk,TCR act,Tb PFK inh,Mito fusion act,USP2a block,TSHR antag,Eya2 phos inh
Cc1cc(Cl)c(S(=O)(=O)Nc2ccc(Cl)cn2)cc1OCC(N)=O,8%,-0.6%,-4%,16%,-9%,-7%[46.1 µM],0%,-2%,0%,-10,-2%
COc1ccc(-c2cc(C(F)(F)F)nc(S(C)(=O)=O)n2)cc1OC,-5%,0.1%,?,21µM*,-5%,-7%,-17%,-8%,-7%,-25,-7%
COc1cc2ccccc2cc1C(=O)N1CCN(c2ccccn2)CC1,0%,0.0%,5%,-3%,-4%,-3%,-2%,29%,0%,7,-1%
COc1ccc(-c2cc(C(=O)OC(C)C(=O)Nc3c(C)n(C)n(-c4ccccc4)c3=O)c3ccccc3n2)cc1 (configuration not stated),6%,0.2%,0%,15µM*,0%,0%[46.1 µM],0%,?,2%,-18,-9%
Cc1ccc2c(c1)/C(=N/N1C(=O)c3ccccc3C1=O)C(=O)N2,-2%,-0.8%,?,-3%,2%,-7%[46.1 µM],-1%,0%,2%,-13,-1%
COc1ccc(CCn2c(=O)[nH]c3cc(C(=O)N4CCN(c5ccccn5)CC4)ccc3c2=O)cc1OC,0%,-0.1%,1%,-3%,-2%,-1%,0%,3%,2%,0,9%
CCN(CC)CCNC(=O)c1ccc(NC(=O)c2ccc(F)cc2)cc1,-4%,0.2%,-2%,28%,-2%,0%,-5%,8%,-2%,7,10%
Cc1ccc(C(=O)N/N=C\c2cccc(OC(=O)c3cccc(F)c3)c2)cn1,-6%,0.2%,?,-4%,-1%,1%,-1%,3%,1%,-13,6%
CC(=O)N1c2ccc(S(=O)(=O)N3CCC(C(=O)Nc4cccc(Cl)c4)CC3)cc2CC1C (configuration not stated),?,-0.2%,6%,?,-4%,5%,-5%,7%,-2%,-18,3%
Cc1cc(NC(=O)C2CCCCC2C(=O)O)no1 (configuration not stated),0%,-0.2%,-1%,2%,0%,7%,-9%,-1%,-1%,-2,-28%
O=C(CN1CCN(c2cccc(Cl)c2)CC1)Nc1nccs1,3%,-0.5%,?,1%,-4%,0%,-29%,8%,2%,17,10%
COc1cc(CN2CCNC(=O)C2CC(=O)N(C)Cc2ncc[nH]2)cc(OC)c1 (configuration not stated),6%,-0.6%,-15%,-2%,-2%,-4%,-8%,1%,1%,1,-5%
COCc1ccc(O)c2ncccc12,-8%,?,?,?,-6%,6%,1%,-2%,-4%,-8,13%
